Assay outcomes deposited in PubChem by several laboratories.
K1F lysis inhibition – inhibition of K1F phage lysis, E. coli UTI89, bacterial capsule biogenesis inhibitors, alamar blue (AID 488966). E. coli UTI89 K1F phage lysis, alamar blue, 2 h; higher % means a stronger effect. one-dose inhibition, % at 100 µM; IC50 in µM for titrated hits. 340,000 compounds, 0.02% hits;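 active = phage lysis inhibition, versus mean bacterial control, above a set limit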;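 also: capsule biogenesis inhibitors block K1F phage lysis so surviving cells raise fluorescence; higher fluorescence means more inhibition of phage lysis; actives were called in the ten point dose series up to 300 µM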
Lipid droplet – modulators of hepatic lipid droplet formation; AML12 mouse hepatocytes, oleate lipid droplets, BODIPY imaging; inhibition, % at 6.5 µM; 240,000 compounds, 0.4% hits; AID 1656;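 active = lipid droplet intensity inhibited by at least 50%, with more than 500 cells counted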
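Assay system: AML12 hepatocytes (mouse) / Also added: 100 µM oleic acid challenge / Times: overnight treatment with compound plus oleate / Detection: high-content imaging of BODIPY-stained droplets and DAPI nuclei / Evaluation: % inhibition of lipid droplet signal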
PMI inhibitors – inhibitors of human PMI, primary screen, biochemical, fluorescence intensity, coupled assay (AID 1209) | purified PMI enzyme, coupled fluorescence intensity; higher % means a stronger effect | inhibition, % at 20 µM; hits with a dose series show IC50 in µM | 190,000 compounds, 0.42% hits;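 also: plate controls were DMSO vehicle for no effect and wells lacking substrate for full effect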
M17LAP inhibition – P. falciparum M17LAP inhibitors, primary screen, biochemical, fluorogenic H-Leu-NHMec substrate, 1536-well (AID 1619); recombinant M17LAP, H-Leu-NHMec fluorogenic kinetic assay; higher % means a stronger effect; inhibition, % at 30 µM; hits with a dose series show IC50 in µM; 220,000 compounds, 0.38% hits;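 active = compound inhibiting the enzyme by more than half at any dose during confirmatory dose-response retesting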;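 also: plate controls were full reaction with DMSO carrier for no effect and no enzyme background for full effect; strong numbers were not always called active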
Siah-1 displacement – Siah-1 peptide-binding antagonists, primary screen, biochemical, fluorescence polarization, rhodamine-plectin, uHTS (AID 1817); 290,000 compounds, 0.02% hits; Siah-1 / rhodamine-plectin peptide fluorescence polarization; higher % means a stronger effect; displacement, % at 20 µM; hits with a dose series show IC50 in µM;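 active = displacement of at least 50% at 20 µM, with a fluorescence ratio check between 0.3 and a set limit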;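 also: plate controls were Siah plus tracer with DMSO for no effect and tracer alone without Siah for full effect; strong numbers were not always called active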
P. falciparum M1AAP – P. falciparum M1AAP inhibitors, biochemical, fluorogenic H-Leu-NHMec substrate, 1536-well (AID 1445); recombinant M1AAP, H-Leu-NHMec fluorogenic kinetic assay; higher % means a stronger effect; inhibition, % at 30 µM; hits with a dose series show IC50 in µM; 220,000 compounds, 0.42% hits;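 active = primary inhibition above the hit cutoff, then over 50% inhibition at one or more dose response concentrations, cut at about 23% in these data, passing the limit was not always enough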;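 also: plate controls were DMSO full reaction for no effect and no enzyme background for full effect; strong numbers were not always called active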
XIAP displacement – XIAP antagonists, biochemical, IAP family, fluorescence polarization (AID 1018); XIAP BIR domain, fluorescence polarization peptide displacement; higher % means a stronger effect; displacement, % at 20 µM; hits with a dose series show IC50 in µM; 200,000 compounds, 0.007% hits; in the data active = displacement above about 50%; also: a part of the inactive calls stands beside numbers as strong as those of hits
TNAP activators – stimulation of alkaline phosphatase TNAP activity – biochemical, luminescent, no phosphate acceptor, uHTS, primary screen (AID 1001); one-dose activation fold at 20 µM; EC50 in µM for titrated hits; 200,000 compounds, 0.03% hits; purified TNAP, luminescent activation assay, no phosphate acceptor; higher activation fold means a stronger effect; in the data active = activation fold from about 3, or a potency from the dose series; inactive = the rest, 99 in 100 with activation fold below about 1.6; also: many of its hits are not listed in these tables
human PMI inhibitors – MPI inhibition at elevated mannose 6-phosphate – biochemical, fluorescence intensity, high mannose 6-phosphate, primary screen (AID 1220); recombinant PMI enzyme, coupled fluorescence intensity; higher % means a stronger effect; inhibition, % at 20 µM; hits with a dose series show IC50 in µM; 190,000 compounds, 0.66% hits
Lipid droplet cells 6.5 µM – further read-out of Lipid droplet, marked with its call; cell count; measured here: cell count, cytotoxicity flag;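 cells counted across two imaged fields per well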
The depositor's hits bear a star; x = no result given; [ ] = remark or other dose. Rule as the data show it, unless noted: active = inhibition above about 50%; inactive = the rest.

SMILES	K1F lysis inhibition	Lipid droplet	Lipid droplet cells 6.5 µM	PMI inhibitors	M17LAP inhibition	Siah-1 displacement	P. falciparum M1AAP	XIAP displacement	TNAP activators	human PMI inhibitors
O=C(O)Cn1cc(/C=N/NC(=O)c2cc3cc(Br)ccc3o2)c2ccccc21	0.5%	6	716	x	45%	6%	19%	x	x	x
CCCCN(c1ccccc1)c1ncnc2nc[nH]c12	-1.5%	0	639	2%	23%	0%	-3%	-12%	1.3	0%
CCCCOC(=O)C[N+](C)(C)CCOC1CC2CCC1(C)C2(C)C (stereo not given)	0.4%	27	622	-1%	-2%	-4%	4%	-5.5%	1.1	1%
CCN(CC)S(=O)(=O)c1cccc(C(=O)N/N=C/c2cccc(O)c2O)c1	2.3%	-15	518	20%	8%	36%	7%	-7.7%	2.7	53%*
CCN(CC)C(=O)C1CCCN(C(=O)Nc2ccc(NC(=O)N3CCCC(C(=O)N(CC)CC)C3)cc2)C1 (stereo not given)	0.4%	-2	791	8%	9%	-1%	1%	-5.7%	1.1	-4%
CCOc1ccc2nc(NC(=O)CSc3nc4cccnc4n3C)sc2c1	7.6%	x	x	5%	5%	9%	3%	-16%	1.1	0%
O=C(Cc1csc(-c2ccccc2)n1)NCc1cccs1	0.2%	15	680	-9%	-3%	-7%	8%	-7.2%	1	0%
CSc1ccc(Cl)c(C(=O)Nc2ccc(Cl)cn2)c1	0.1%	-4	711	-7%	7%	1%	-2%	-12%	1.1	-9%
O=C1CCC/C(=N\NC(=O)c2ccc(CSc3cccc4cccnc34)cc2)C1	0.1%	-3	696	-8%	-2%	-7%	7%	-4.2%	1.1	-3%
COc1ccccc1/C=C(/C(=O)OCC(=O)Nc1cc(C)ccc1C)c1ccccc1	0.1%	-26	667	9%	-2%	-5%	0%	-1.6%	0.8	-3%
COc1cccc(CNCCSc2nnnn2C)c1	2.0%	x	x	-15%	4%	1%	-1%	-4.8%	1	-10%
COc1ccc(S(=O)(=O)NCC(=O)N(CC(=O)NCC2CCCO2)c2cc(C)ccc2C)cc1 (stereo not given)	0.1%[50 µM]	-3	733	1%	8%	0%	0%	-0.3%	1.1	-3%
COc1ccccc1N1CCN(CC(=O)Nc2sccc2C#N)CC1	3.6%	-16	636	14%	4%	9%	5%	-2.0%	1.2	20%
O=C(c1ccc(Br)o1)N1CCc2ccccc21	x	0	734	-1%	x	24%	x	-4.8%	1.1	-2%
CCCOc1ccc(CCC(=O)N/N=C/c2ccncc2)cc1	0.2%	2	665	x	12%	-3%	-2%	x	x	x
NCc1ccccc1COc1ccccc1	0.2%	-27	642	4%	1%	1%	-3%	2.0%	1.1	15%
O=C(c1ccc2c(=O)n(-c3ccccc3)c(=O)[nH]c2c1)N1CCCCC1	0.1%	1	719	6%	9%	3%	6%	-3.0%	1.1	3%
O=C(Nc1nc(=O)n(C(=O)C2CC2)s1)c1ccccc1	12%	0	697	-6%	41µM*	10%	2%	-6.3%	1.1	-12%
Cc1cccc(OCCNc2cc(N3CCOCC3)ccc2[N+](=O)[O-])c1	2.5%	-6	648	23%	13%	4%	8%	-1.8%	1	21%
Cn1c(SCC(=O)Nc2cccc(F)c2)nnc1-c1cccnc1	2.7%	12	603	3%	5%	2%	-3%	-4.7%	0.9	4%
COCCNC(=O)CCn1c(=O)oc2ccccc21	0.1%	x	x	-6%	8%	4%	5%	-4.7%	1.1	-4%
CC(=O)N(Cc1nc2sc(C)c(C)c2c(=O)[nH]1)C1CCCC1	-0.7%	-1	751	12%	5%	14%	-4%	-3.8%	1	7%
CCCCc1cc(=O)oc2cc(OS(C)(=O)=O)ccc12	1.1%	7	768	2%	-7%	1%	-1%	-1.9%	1	-2%
COc1ccc(OC)c(NC(=O)CNC(=O)c2ccc([N+](=O)[O-])cc2)c1	1.4%	-2	689	1%	9%	6%	1%	-0.2%	1.1	1%

Three compounds drawn at random from those above, as already listed:
SMILES	K1F lysis inhibition	Lipid droplet	Lipid droplet cells 6.5 µM	PMI inhibitors	M17LAP inhibition	Siah-1 displacement	P. falciparum M1AAP	XIAP displacement	TNAP activators	human PMI inhibitors
COc1ccc(OC)c(NC(=O)CNC(=O)c2ccc([N+](=O)[O-])cc2)c1	1.4%	-2	689	1%	9%	6%	1%	-0.2%	1.1	1%
O=C(Nc1nc(=O)n(C(=O)C2CC2)s1)c1ccccc1	12%	0	697	-6%	41µM*	10%	2%	-6.3%	1.1	-12%
O=C(c1ccc2c(=O)n(-c3ccccc3)c(=O)[nH]c2c1)N1CCCCC1	0.1%	1	719	6%	9%	3%	6%	-3.0%	1.1	3%

Following part.
SMILES	K1F lysis inhibition	Lipid droplet	Lipid droplet cells 6.5 µM	PMI inhibitors	M17LAP inhibition	Siah-1 displacement	P. falciparum M1AAP	XIAP displacement	TNAP activators	human PMI inhibitors
O=C(COC(=O)C12CC3CC(CC(C3)C1)C2)NCCc1ccccc1	3.2%	-1	793	4%	-2%	1%	-1%	-0.8%	1.1	6%
N#CC(c1ccncc1)(c1ncc(C(F)(F)F)cc1Cl)N1CCOCC1 (stereo not given)	0.8%	18	695	12%	2%	1%	5%	-1.0%	1	9%
CCOc1ccc(Cn2c(=O)sc3ccccc32)cc1OC	0.0%	-3	709	x	15%	-8%	2%	x	x	x
COc1cc(OC)cc(C(=O)NNC(=S)Nc2ccc(S(N)(=O)=O)cc2)c1	-2.2%	6	625	-10%	0%	-3%	-13%	-6.3%	1.8	-3%
Cc1cc(C)cc(NC(=O)CSc2nc3c(oc4ccccc43)c(=O)n2-c2ccccc2)c1	1.5%	-2	703	6%	-3%	-3%	5%	-6.3%	1.1	-3%
CCOC(=O)C(=O)N/N=C/c1ccc(F)cc1	0.2%	4	716	x	12%	-2%	2%	x	x	x
O=C1OCC2=C1C(c1ccccc1)CC(=O)N2c1ccccc1 (stereo not given)	1.1%	11	727	-18%	-1%	3%	5%	-7.2%	1	-14%
Cc1cccc2cc(/C=N/NC(=O)CN3CCOCC3)c(Cl)nc12	-0.5%	x	x	-4%	15%	0%	4%	-0.3%	1	-5%
NC(=O)C1CCN(C2CC(=O)NC2=O)CC1 (stereo not given)	0.2%	21	660	-5%	11%	-2%	-1%	0.8%	1.1	2%
Cc1ccnc(NC(=O)C2CCC(CNc3c(N4CCCC4)c(=O)c3=O)CC2)c1 (stereo not given)	-1.9%	-8	613	8%	16%	6%	1%	-3.9%	1.1	6%
COc1ccc(CNC(=O)c2ccc(NC(=O)CC3SC(N4CCCCC4)=NC3=O)cc2)cc1 (stereo not given)	0.1%	x	x	4%	-10%	0%	1%	-0.4%	1.1	4%
COc1cc(S(=O)(=O)NC(C)C)ccc1Cl	0.3%	-14	750	-7%	7%	3%	3%	-3.0%	1	-8%
CCc1nnc(NC(=O)CSc2ncnc3c2oc2ccccc23)s1	-2.7%	x	x	2%	0%	3%	-9%	-33%	0.9	-1%
CCOC(=O)CNC(=O)c1cc(-c2ccccn2)nc2c(C)c(Cl)ccc12	0.3%	x	x	-6%	2%	3%	9%	-7.0%	1	-5%
N#Cc1c(-c2ccc3c(c2)OCO3)ccn2nc(-c3cccc(C(F)(F)F)c3)nc12	0.2%	x	x	3%	10%	-3%	11%	-4.9%	1.1	-1%
CN(C)/C=C(\C=O)c1ccc(Cl)cc1Cl	-0.1%	-1	690	11%	-8%	2%	0%	-10%	1	12%
Cc1nn(-c2ccccc2)nc1C(N)=O	3.9%	6	698	x	7%	-4%	4%	x	x	x
O=C(COC(=O)Cn1cnc2ccccc21)Nc1cccc2c1C(=O)c1ccccc1C2=O	3.5%[50 µM]	8	625	-30%	9%	8%	2%	-0.9%	1	-27%
NC(=S)N/N=C1\CCOc2ccc(F)cc21	0.5%	-1	736	x	1%	-1%	7%	x	x	x
Cn1cnc(Sc2ncnc3nc[nH]c23)c1[N+](=O)[O-]	0.2%	-5	721	x	7%	-7%	2%	x	x	x
COc1ccccc1/C=C/C=N/NC(=O)c1ccccn1	-0.1%	6	679	-3%	38%	-3%	-1%	-4.9%	1.6	-2%
COc1cc(NC(=O)c2ccc(Cl)cc2Cl)ccc1NC(=O)c1cccs1	-0.2%	1	733	x	-1%	13%	5%	x	x	x
COc1ccc(CN(C)CC(=O)Nc2ccc(SC(F)F)cc2)cc1OC	-0.1%	43	770	11%	4%	2%	0%	-5.9%	1.1	3%
CCOc1ccccc1-n1c(C)nc2cc(C(=O)O)ccc21	0.2%	6	720	-7%	3%	11%	0%	-6.4%	1.2	0%

An excerpt from above in order of the M17LAP inhibition value, highest first:
Compound	PMI inhibitors	M17LAP inhibition	Siah-1 displacement	P. falciparum M1AAP	XIAP displacement	TNAP activators	human PMI inhibitors
COc1ccccc1/C=C/C=N/NC(=O)c1ccccn1	-3%	38%	-3%	-1%	-4.9%	1.6	-2%
N#Cc1c(-c2ccc3c(c2)OCO3)ccn2nc(-c3cccc(C(F)(F)F)c3)nc12	3%	10%	-3%	11%	-4.9%	1.1	-1%
O=C(COC(=O)Cn1cnc2ccccc21)Nc1cccc2c1C(=O)c1ccccc1C2=O	-30%	9%	8%	2%	-0.9%	1	-27%
Cn1cnc(Sc2ncnc3nc[nH]c23)c1[N+](=O)[O-]	x	7%	-7%	2%	x	x	x
COc1ccc(CN(C)CC(=O)Nc2ccc(SC(F)F)cc2)cc1OC	11%	4%	2%	0%	-5.9%	1.1	3%
NC(=S)N/N=C1\CCOc2ccc(F)cc21	x	1%	-1%	7%	x	x	x
CCc1nnc(NC(=O)CSc2ncnc3c2oc2ccccc23)s1	2%	0%	3%	-9%	-33%	0.9	-1%

Other compounds:
SMILES	K1F lysis inhibition	Lipid droplet	Lipid droplet cells 6.5 µM	PMI inhibitors	M17LAP inhibition	Siah-1 displacement	P. falciparum M1AAP	XIAP displacement	TNAP activators	human PMI inhibitors
COc1ccc(NC(=O)CSc2nnc(Cn3nnc4ccccc43)n2C)cc1	1.1%	-3	774	5%	25%	2%	4%	-6.4%	1	5%
CCCCCNCc1ccc(OCc2ccc(Cl)nc2)c(OC)c1	8.3%	17	635	5%	11%	0%	-7%	-3.7%	1.1	10%
CCn1c(SCC(=O)Nc2ccccc2OC)nnc1-c1cnccn1	0.3%	x	x	-2%	4%	6%	4%	-3.9%	1.1	-3%
CC(=O)C1=C(O)C(=O)N(Cc2ccccc2)C1c1ccco1 (stereo not given)	0.3%	x	x	-4%	23%	2%	13%	9.7%	1.1	-11%
CCOC(=O)c1cnc(Nc2ccc(OCC)cc2)nc1C	-0.3%	-9	748	7%	13%	0%	5%	-4.0%	1.1	4%
COc1ccc(O)c(C=NCC(C)N=Cc2cc(OC)ccc2O)c1 (stereo not given)	0.1%	9	689	12%	14%	1%	11%	-3.6%	0.7	52%*
CC1(C)CC(=O)C2=C(C1)NC(Nc1nc3ccccc3o1)=NC21CCCC1	-0.7%	7	708	11%	1%	-5%	4%	1.7%	1	10%
